CRFR2-BP antag = antagonists of CRF-BP/CRF-R2 complex, primary screen, cell-based, HEK293, calcium dye fluorescence, uHTS; inhibition, % at 11.8 µM; 0.59% of 350,000 active; AID 588475, 2011; CRF-induced calcium fluorescence;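 active = inhibition of the ligand-induced calcium signal above about 50% at the single tested concentration, limit read from the data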
TAAR1 antagonist = human TAAR1 antagonists, primary screen, Fluo-8 calcium fluorescence, CHO RD-HGA16 cells; Trace amine-associated receptor 1 (Homo sapiens), Q96RJ0; antagonist; inhibition, % at 3 µM; 1.5% of 360,000 active;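 active = inhibition above a per-plate cutoff, the mean inhibition of test compounds on that plate plus 3 SD, cut at about 49% in these data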;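 note: 0% = DMSO plus EC80 beta-PEA response and 100% = DMSO alone without agonist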
Target sequence (Q96RJ0 whole entry, looked up): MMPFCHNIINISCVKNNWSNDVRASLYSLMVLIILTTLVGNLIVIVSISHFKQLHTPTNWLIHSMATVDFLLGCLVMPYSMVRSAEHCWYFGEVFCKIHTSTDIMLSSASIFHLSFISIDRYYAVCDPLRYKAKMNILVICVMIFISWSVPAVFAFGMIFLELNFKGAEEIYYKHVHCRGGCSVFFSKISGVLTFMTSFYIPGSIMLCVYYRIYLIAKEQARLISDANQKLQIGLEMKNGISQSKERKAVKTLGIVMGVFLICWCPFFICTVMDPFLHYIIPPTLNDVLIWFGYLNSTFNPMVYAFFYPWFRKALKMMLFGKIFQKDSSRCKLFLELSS
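Test system: hTAAR1-expressing CHO RD-HGA16 cells, Gα16-coupled; Probe or stimulus: EC80 β-phenethylamine stimulus; Compound dosing: single nominal final test compound concentration of 3 µM; Timing: 140 s kinetic read after compound, 140 s after agonist; Signal: Fluo-8 calcium-sensitive fluorescence; Measure: % inhibition of agonist calcium response; Controls: DMSO and EC80 PEA controls.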
TAAR1 agonist = human TAAR1 agonists, primary screen, Fluo-8 calcium fluorescence, CHO RD-HGA16 cells | Trace amine-associated receptor 1 (Homo sapiens), Q96RJ0 | vehicle wells 0%, saturating PEA agonist 100% | activation, % at 3 µM | 0.99% of 360,000 active | AID 624467, 2012;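 active = activation above the mean activation of all test compounds in the run plus 3 SD, cut at about 38% in these data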
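System: CHO-derived RD-HGA16 cells with stable Gα16 and human TAAR1 / Times: 17-24 h plating, Fluo-8 75 min 37 °C, 30 min RT / Technique: calcium-sensitive Fluo-8 signal, excitation 470-495, emission 515-575 nm / Measure: % activation relative to PEA EC100 response / Benchmarks: DMSO and PEA EC100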
CHRM5 agonist = human M5 muscarinic receptor agonists, primary screen, CHO-K1 cells, Fluo-8 calcium fluorescence; Muscarinic acetylcholine receptor M5 (Homo sapiens), P08912; CHO-K1 hM5 cells; 0% DMSO wells, 100% maximal acetylcholine response; activation, % at 3 µM; 0.19% of 360,000 active; AID 624037, 2012;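 active = activation above the run's mean over test compounds plus 3 SD, cut at about 23% in these data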;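 note: signal is peak over basal fluorescence ratio across the kinetic read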
CHO-K1 Ca PAM = nonselective calcium activators in parental CHO-K1 cells, primary screen, counter-screen for M1 PAM project, cell-based, Fluo-8 calcium fluorescence, full deck, 1536-well. ATP EC20; 0% at ATP EC20, 100% at ATP max. activation, % at 3 µM. 0.02% of 360,000 active;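 active = activation above the run cutoff, the mean activation of all test compounds plus 3 SD, cut at about 40% in these data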;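 note: peak over basal fluorescence ratio in a 140 s read after ATP addition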
CHRM5 antagonist = human M5 muscarinic receptor antagonists, primary screen, CHO cells, Fluo-8 calcium fluorescence. CHO-hM5 cells, ACh EC80. inhibition, % at 3 µM. 0.59% of 360,000 active. AID 624040, 2012;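 active = inhibition above a per-plate cutoff, the mean of that plate's test compounds plus 3 SD, cut at about 27% in these data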;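 note: 0% = acetylcholine EC80 with DMSO and 100% = DMSO without agonist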
M4 PAM = human M4 muscarinic receptor positive allosteric modulators, primary screen, CHO-K1 cells, Fluo-8 calcium fluorescence | activation, % at 3 µM | 0.4% of 360,000 active | CHO-K1 hM4/Gqi5, ACh EC20; 0% = ACh EC20, 100% = maximal ACh;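 active = activation above its plate's cutoff, the mean activation of sample wells plus 3 SD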; note: some results filed as inactive read as strong as hits
Target sequence (P08173 whole entry, looked up): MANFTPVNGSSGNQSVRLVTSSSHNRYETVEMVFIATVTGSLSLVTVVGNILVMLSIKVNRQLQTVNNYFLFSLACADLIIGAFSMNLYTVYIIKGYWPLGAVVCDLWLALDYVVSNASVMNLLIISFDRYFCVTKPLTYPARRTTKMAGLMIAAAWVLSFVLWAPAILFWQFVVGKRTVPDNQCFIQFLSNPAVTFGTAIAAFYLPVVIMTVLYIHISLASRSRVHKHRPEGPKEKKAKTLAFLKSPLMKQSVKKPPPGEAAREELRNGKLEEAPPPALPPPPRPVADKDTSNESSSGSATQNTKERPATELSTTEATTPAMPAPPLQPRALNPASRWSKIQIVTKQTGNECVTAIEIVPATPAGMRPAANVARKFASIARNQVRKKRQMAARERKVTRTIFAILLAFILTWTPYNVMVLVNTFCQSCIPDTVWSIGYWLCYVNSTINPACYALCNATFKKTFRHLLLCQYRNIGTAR
CHRM5 PAM = human M5 muscarinic receptor positive allosteric modulators, primary screen, CHO-K1 cells, Fluo-8 calcium fluorescence; Muscarinic acetylcholine receptor M5 (Homo sapiens), P08912; CHO-K1 hM5, ACh EC20 PAM; 0% = ACh EC20, 100% = ACh EC100; activation, % at 3 µM; 0.3% of 360,000 active; AID 624038, 2012;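 active = activation above the run cutoff, the mean activation of all test compounds plus 3 SD, cut at about 18% in these data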
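system = human M5 receptor in CHO-K1 cells | reagent = EC20 acetylcholine as agonist stimulus | compound dosing = single-point, 3 µM nominal | incubation = Fluo-8 loading 80 min at 37 °C plus 30 min room temperature | detection = Fluo-8 calcium dye fluorescence, kinetic read | benchmarks = low control EC20 acetylcholine (0%), high control EC100 acetylcholine (100%)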
CRFR2-BP ag = agonists of CRF-BP/CRF-R2 complex, primary screen, cell-based, HEK293, calcium dye fluorescence, uHTS. CRF-binding protein / CRF receptor 2 complex (human). calcium dye fluorescence (FLIPR); percent of saturating CRF peptide response. activation, % at 13.2 µM. 0.46% of 350,000 active. AID 588473, 2011;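 active = activation of at least 50%, plus an integration ratio under a set limit after plate pattern correction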;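 note: plate controls were neutral control wells without compound for no effect and CRF at EC100 for full effect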
* hit, by the source's call; x = no result given.

SMILES	CRFR2-BP antag	TAAR1 antagonist	TAAR1 agonist	CHRM5 agonist	CHO-K1 Ca PAM	CHRM5 antagonist	M4 PAM	CHRM5 PAM	CRFR2-BP ag
Fc1ccc(NC(=S)N2CCn3cccc3C2c2cccnc2)cc1 (stereo not drawn)	14	-8	2	3	-13	5	-6	1	-0.5
Cc1ccc(S(=O)(=O)ON2C(=O)c3ccccc3C2=O)c(C)c1	63*	12	2	-3	10	-1	13	7	1.7
Cc1ccc(Nc2nc(CSc3nnnn3-c3ccccc3)cs2)cc1	-4	27	18	-5	11	1	-2	-10	0.6
CN(C)CCN1CCN(C2CN(C3CCCC3)S(=O)(=O)C2)CC1 (stereo not drawn)	x	-12	3	1	11	-10	6	1	x
Cc1ccc(OC(C)C(=O)Nc2ccc(Cl)cn2)c([N+](=O)[O-])n1 (stereo not drawn)	6	-7	2	-1	-2	10	4	3	0.4
Cc1nn2c(=O)cc(COC(=O)c3ccc(NC(=O)C(C)(C)C)cc3)nc2s1	2	-22	3	3	-1	-6	1	-2	3.0
O=C(NC(=S)Nc1ccccc1N1CCOCC1)c1ccc(-c2ccccc2F)o1	20	17	7	3	21	10	-10	0	5.3
Cc1cccc(N2C(=N)SCC2=O)c1C	13	-3	1	-1	-6	10	6	-6	0.9
O=[N+]([O-])c1ccc(N2CCN(Cc3ccc([N+](=O)[O-])o3)CC2)cc1	26	10	0	-5	9	5	-2	-1	1.8
COc1ccc(C2NC(=O)NC3=C2CCc2ccccc23)cc1 (stereo not drawn)	-12	x	x	4	7	-15	1	3	1.3
O=C(Nc1cccc(S(=O)(=O)NC2=NCCC2)c1)c1ccc(C(F)(F)F)cc1	-7	-16	6	3	2	14	5	11	2.5
O=C(Cc1cccs1)N1CCN(S(=O)(=O)c2cc(Cl)ccc2Cl)CC1	9	-27	-1	-3	12	-7	-1	2	-0.2
Cc1ccc(C2=NS(=O)(=O)N(C)C(C(=O)NC3CCCC3)=C2)cc1	24	5	4	2	-6	4	-7	-16	-0.4
COc1ccc2sc(NC(=O)c3ccco3)nc2c1	9	-20	8	1	-8	11	-7	-6	-1.5
Fc1ccc2cnc(-c3ccccc3)c(-c3cccc(C(F)(F)F)c3)c2c1	2	24	-1	2	-3	6	5	2	3.1
FC(F)(F)c1cc(C(F)(F)F)c2ccc(N3CCN(c4ccc(Cl)cc4)CC3)nc2n1	4	-27	6	-2	-4	-6	8	4	-0.5
COc1ccc(CCNC(=O)CSc2nc(C)cs2)cc1	29	9	-1	-1	3	6	2	-5	-2.6
Oc1cc(CNC2CCCCC2)c(O)cc1CNC1CCCCC1	5	-6	3	0	18	1	1	2	11
COc1ccc(NC(=O)c2ccco2)cc1NC(=O)c1cccc(OC(C)C)c1	3	4	4	0	-6	10	-7	-17	-0.8
CC1(C)CC(=O)C2=C(C1)NC1=C(C(=O)c3ccccc31)C2c1cc([N+](=O)[O-])ccc1O (stereo not drawn)	-11	8	4	-2	-7	12	-5	-4	-2.9
Cc1cc(C)n(CC(=O)n2c(C)c(C)c3ccccc32)n1	-2	-13	-1	-3	10	-2	7	4	-0.8
Cc1ccc(-n2nc(C)c3c2OC(N)=C(C#N)C3c2cccs2)cc1 (stereo not drawn)	28	-7	8	1	14	-7	-2	1	-1.7
COc1ccc(COC(=O)c2ccc(S(=O)(=O)N3CCCCC3)cc2)cc1OC	-10	22	4	0	1	9	-3	0	6.8
COc1ccc(C2c3c(ccc4ccccc34)Oc3ncn4nc(CO/N=C/c5ccccc5)nc4c32)cc1 (stereo not drawn)	4	-11	2	1	16	3	3	0	0.1
CC1=Nc2cc(C(=O)N3CCCC3)ccc2Sc2ccc(C)cc21	-8	-22	-1	-1	30	3	-1	0	-1.0
CC(=O)Nc1ccccc1/C=C/c1ccc2c(C)cc(C)c(O)c2n1	20	-14	0	-2	19	-3	9	-2	-2.1
CCN(CC(=O)NCc1cccs1)C(=O)c1ccc(S(=O)(=O)N(CC)c2ccccc2)cc1	9	15	12	-3	-18	24	-2	-14	-0.2
CC(=O)c1cc2c(cc1NC(=O)C1CC=CCC1C(=O)O)OCO2 (stereo not drawn)	12	1	3	1	19	-2	3	3	-2.2
COc1ccc(-c2noc(CCCC(=O)NC3CCCC3)n2)cc1	4	2	2	10	-4	0	-3	-11	4.6
Cc1ccc(-c2cc(C(=O)N3CCC(C)CC3)c3ccccc3n2)cc1	-16	4	-2	-2	-2	-1	-10	-5	0.8
O=C(NCCS(=O)(=O)NCc1ccccc1)c1ccccc1	16	-17	5	2	5	2	-1	2	-0.5
CC1=C(C(=O)N2CCOCC2)CC(CC(=O)NCCN2CCOCC2)C(=O)N1Cc1ccc(C(C)(C)C)cc1 (stereo not drawn)	-15	-1	2	1	-7	5	-1	-3	3.3
CC(NC(=O)c1ccc2c(c1)OCCO2)c1ccc(S(N)(=O)=O)cc1 (stereo not drawn)	32	12	3	0	8	-4	1	-1	-0.4
Fc1ccc(-c2csc(Nc3ccccn3)n2)c(F)c1	-6	21	8	2	21	2	-1	8	0.3
O=C(Nc1cccc(S(=O)(=O)N2CCOCC2)c1)C1CCCN(C(=O)c2ccc(Cl)cc2)C1 (stereo not drawn)	1	-8	2	-1	-18	7	-3	-2	-2.4
CC(=O)Cc1nsc(NC(=O)c2ccc(Cl)cc2Cl)n1	-20	-16	1	-1	4	10	-2	5	-0.4
Cc1cc(C)cc(NC2=NCC(=O)N2Cc2ccccc2)c1	31	-13	15	-2	-7	-5	6	3	-0.2
O=C(COc1ccccc1Cl)NNC(=O)Cn1[nH]c(=O)c2ccccc2c1=O	2	-35	11	0	25	7	8	4	-0.5
O=C(Nc1ccc(F)c(F)c1)C1CCCN1S(=O)(=O)c1ccc(F)cc1 (stereo not drawn)	-4	14	1	0	11	-1	1	5	-1.4
O=C(c1cccc(S(=O)(=O)N2CCCC2)c1)N1CCN(S(=O)(=O)c2cccc(Cl)c2)CC1	-1	6	6	-3	-18	9	-5	-5	-1.1
Cc1ccccc1OCc1nnc(SCC(=O)NCc2ccccc2)n1C	-9	-5	8	-3	14	3	-1	-8	2.9
CCN1CCN(CCCNC(=O)C2c3ccccc3C(=O)N(C)C2c2ccc(OC)cc2)CC1 (stereo not drawn)	-8	-3	7	-3	-1	-2	-4	7	0.4
O=C(Cc1ccccc1)Nc1cc([N+](=O)[O-])ccc1N1CCOCC1	1	17	-2	-1	-14	5	-6	4	0.3
COCCC(=O)N1CCC(Oc2ccc(C(=O)N3CCCCCCC3)cc2)CC1	6	1	1	-2	-11	14	0	-1	5.0
COc1ccccc1NS(=O)(=O)c1ccc(C)c(C(=O)NCc2cccnc2)c1	1	10	-2	-4	3	0	2	5	0.6

Whole records from above:
CCN1CCN(CCCNC(=O)C2c3ccccc3C(=O)N(C)C2c2ccc(OC)cc2)CC1 (stereo not drawn) is entered as CRFR2-BP antag = -8; TAAR1 antagonist = -3; TAAR1 agonist = 7; CHRM5 agonist = -3; CHO-K1 Ca PAM = -1; CHRM5 antagonist = -2; M4 PAM = -4; CHRM5 PAM = 7; CRFR2-BP ag = 0.4
COc1ccccc1NS(=O)(=O)c1ccc(C)c(C(=O)NCc2cccnc2)c1 is entered as CRFR2-BP antag = 1; TAAR1 antagonist = 10; TAAR1 agonist = -2; CHRM5 agonist = -4; CHO-K1 Ca PAM = 3; CHRM5 antagonist = 0; M4 PAM = 2; CHRM5 PAM = 5; CRFR2-BP ag = 0.6

Following part
SMILES	CRFR2-BP antag	TAAR1 antagonist	TAAR1 agonist	CHRM5 agonist	CHO-K1 Ca PAM	CHRM5 antagonist	M4 PAM	CHRM5 PAM	CRFR2-BP ag
Cn1cccc1/C=C1\CC(C(C)(C)C)C/C(=C\c2cccn2C)C1=O (stereo not drawn)	-119	-12	6	-1	-9	-1	1	0	79*
Cc1ccc(/C=C(\C#N)C(=O)Nc2cccc3ncccc23)o1	-12	-3	1	0	30	0	-6	0	2.0
Cc1nc2ccccc2n1C1CC(=O)N(N(C)C)C1=O (stereo not drawn)	-11	-20	5	0	8	2	8	1	-0.1
CCc1nnc(NC(=O)CSc2nnc(-c3ccco3)n2C)s1	2	-25	1	-1	22	16	0	-10	-0.3
C/C(CC(=O)Nc1ccc(C)c(Cl)c1)=N\NC(=O)c1ccccn1	5	-17	-1	-2	-13	10	-8	-2	1.2
O=C1C(c2ccc(F)cc2)N(C2CCCCC2)C(=O)CN1C1CCCC1 (stereo not drawn)	-60	10	-2	-2	19	2	6	1	-0.8
CS(=O)(=O)N1CCCCC1CCN1CCCCC1 (stereo not drawn)	6	-8	2	-2	8	7	3	6	0.6
O=C(NCCN1CCOCC1)c1cc2ccccc2oc1=O	1	-12	2	-3	22	6	3	1	-0.2
Cc1ccc(Cl)cc1NC(=O)CCS(=O)(=O)c1cccc2nonc12	-20	8	2	-3	14	0	-4	0	-1.4
O=C(NCc1ccccc1)c1ccc(S(=O)(=O)C(F)F)cc1	8	-11	1	-3	16	0	-3	1	-1.7
Cc1ccnc(NC(=O)COc2ccc(Cl)cc2)n1	9	-5	-1	5	15	14	-8	0	4.4
CCOc1ccc(N2CC(C(=O)NNC(=O)c3ccc(F)cc3)CC2=O)cc1 (stereo not drawn)	-1	-7	1	1	20	10	8	4	-1.3
Nc1nncn1C(=O)CCCN1C(=O)c2ccccc2C1=O	-10	5	11	-4	9	0	5	0	7.7
O=C(COc1ccc(Cl)cc1)Nc1ccc2oc(=O)ccc2c1	1	12	3	-3	-14	4	3	5	0.0
CCOc1cc(C(=S)N2CCOCC2)ccc1OC(=O)c1cccc(C)c1	13	66*	9	-7	-2	1	-8	-18	-1.4
Cc1csc2nc(NC(=O)c3ccccc3)sc(=O)c12	0	2	4	0	11	1	3	-3	1.1
Cc1ccc(Nc2nc(N)nc(CN3CCc4ccccc4C3)n2)cc1	-3	5	52*	-17	12	4	5	12	0.1
Cc1ccc(NC(=O)NCCc2ccc(S(N)(=O)=O)cc2)cc1	-3	9	4	-2	7	1	5	-8	-1.5
CNc1ccncc1S(=O)(=O)NC	8	-20	3	1	16	2	9	-3	-1.4
Cc1ccc(S(=O)(=O)N2CCN(CCOc3cccc(C)c3)CC2)cc1	4	11	1	-5	15	2	12	-7	3.6
CCCCn1c(N)c(N(CC)C(=O)c2ccco2)c(=O)[nH]c1=O	-6	12	7	-1	18	-3	6	14	-1.0

High-throughput results as filed in PubChem BioAssay.

Compounds were not picked by outcome; overall some 4.2% were active at least once.
